High-throughput results deposited in PubChem BioAssay by National Center for Advancing Translational Sciences (NCATS).
B2AR arrestin: qHTS assay of beta-arrestin-biased ligands of beta2-adrenergic receptor; Beta-2 adrenergic receptor (Homo sapiens), P07550; beta-arrestin recruitment to beta2AR, cell-based reporter; Potency, µM (top dose mostly 46.1 µM), without a hit: at the top dose activation, most hits filed as activators; 0.02% of 330,000 active;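 further: potency means the concentration at half of the fitted maximal effect; 0% = DMSO controls and full agonism = EC100 isoproterenol or metaproterenol; nearly all actives have a fitted effect of over 65% in size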
Chronic BCR inh: qHTS Assay to Find Inhibitors of Chronic Active B-Cell Receptor Signaling | ABC-DLBCL IkBa-CBG/CBR reporter, luminescence ratio, 4 h | Potency, µM (doses to about 46.1 µM), for inactives: top-dose ratio change, negative = lower green/red ratio, hits mostly inhibitors | AID 493014, 2011 | 0.05% of 340,000 active; active means well fitted inhibition curve with a large enough effect in the signal ratio, with a control signal flat, not every such curve was filed as active; inconclusive means small, poorly fitted or top-dose-only effect, or effect the other way, or a change in a side signal; the % refers to the signal ratio;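 further: potency means the concentration at half of the fitted maximal effect; plate controls were basal doxycycline-induced cells for no effect and cells given 10 µM MG132 for full effect; MG132 reads +100%, hits lower the ratio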
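Doxycycline induced both beetle luciferases in TMD8 lymphoma cells; IKK-driven degradation limits the IkappaBalpha-fused green signal, while red luminescence normalises for cell number and nonspecific effects. Compounds tested up to 46 uM, 4 hrs.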
TSG101-PTAP inh: qHTS Assay for Iinhibitors of HIV-1 Budding by Blocking the Interaction of PTAP/TSG101. Tumor susceptibility gene 101 protein (Homo sapiens), Q99816. Fluorescence polarization, FITC-PTAP peptide / Tsg101 binding. Potency, µM (highest dose often 115 µM), for inactives: at the highest dose activity change, negative = inhibition, usual class: inhibitors. 340,000 tested, under 10 active. AID 493005, 2010; active means well fitted inhibition curve with a large enough effect in the main read-out, with a control signal flat, not every such curve was filed as active; inconclusive means small, poorly fitted or top-dose-only effect, or effect the other way, or a change in a side signal; inactive means no such curve, though single readings can be large or run the other way; further: potency means the concentration at half of the fitted maximal effect; % of control where 0% means no effect
Target sequence (Q99816 whole entry, looked up): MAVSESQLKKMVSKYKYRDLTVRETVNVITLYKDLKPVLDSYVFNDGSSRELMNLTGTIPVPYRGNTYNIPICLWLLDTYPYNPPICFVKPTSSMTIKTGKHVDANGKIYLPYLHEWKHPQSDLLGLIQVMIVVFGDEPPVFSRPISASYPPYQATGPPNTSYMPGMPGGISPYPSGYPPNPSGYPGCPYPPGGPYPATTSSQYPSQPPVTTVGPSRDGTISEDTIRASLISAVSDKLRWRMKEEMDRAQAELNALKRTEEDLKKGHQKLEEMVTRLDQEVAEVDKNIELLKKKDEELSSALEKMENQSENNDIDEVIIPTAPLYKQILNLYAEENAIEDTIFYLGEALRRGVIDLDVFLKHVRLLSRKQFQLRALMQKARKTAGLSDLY
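Fluorescence polarization binding of Tsg101 binding domain (10 uM final) to FITC-labeled PTAP peptide (50 nM final) in HEPES pH 7.5 buffer with NaCl, Tween 20, EDTA, TCEP. Compounds added before peptide; binding 20 min at RT.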
GALK inhibitor: qHTS Assay for Inhibitors of Human Galactokinase (GALK); P51570; Purified GALK, Kinase-Glo residual ATP luminescence; AID 1868, 2009; Potency, µM (series often up to 57.5 µM), inactives show at the highest dose activity change, negative = inhibition, most hits filed as inhibitors; 0.007% of 270,000 active; further: potency means the concentration at half of the fitted maximal effect; on the % scale 0 is the no-effect control and ±100 the full control effect
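ATP-depletion format; final 35 uM ATP, 100 uM D-galactose, 5 nM enzyme; pH 8.0 HEPES/Mg2+ buffer; 60 min RT; luminescence read 10 min after detection reagent.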
PKM2 activator: qHTS Assay for Activators of Human Muscle isoform 2 Pyruvate Kinase. Pyruvate kinase PKM (Homo sapiens), P14618. 0.34% of 260,000 active. AID 1631, 2009. Potency, µM (titrated, usually from 57.5 µM), inactives show at the top dose activation, most hits filed as activators. purified PKM2, Kinase-Glo ATP luminescence, activation; response scale: 0% is enzyme alone, no compound; further: potency means the concentration at half of the fitted maximal effect; on the % scale 0 is the no-effect control and ±100 the full control effect; nearly all actives have a fitted effect of over 55% in size
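Purified hPK-M2 (>95%) run at intermediate activity with 0.1 mM ADP and 0.5 mM PEP in 50 mM imidazole pH 7.2, KCl, MgCl2; 1 h room temperature. ATP formed read by Kinase-Glo luminescence; normalized to uninhibited and no-enzyme controls.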
Giardia kill: Small Molecules that selectively kill Giardia lamblia: qHTS; Giardia lamblia trophozoite viability; activity change, % at 7.66 µM, hits read low; 0.15% of 340,000 active; in the data active means activity change below about -80%; inconclusive means between about -30% and that limit;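 further: parasites exposed to compound for two days anaerobically before the ATP read; on the % scale 0 is the no-effect control and ±100 the full control effect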
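Viability, read as ATP luminescence: trophozoites at 100 cells/well, compound added, 48 hrs anaerobic at 37 deg C, then 15-30 min room-temperature development before reading.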
FBPA coupling cs: qHTS Assay for Inhibitors of Fructose-1,6-bisphosphate Aldolase from Giardia Lamblia: Coupling assay counterscreen; coupling enzyme system counterscreen, AmpLite Red fluorescence; activity change, negative = inhibition, % at 58.2 µM, hits read low; 0.67% of 290,000 active; AID 2472, 2010; in the data active means activity change below about -30%; further: on the % scale 0 is the no-effect control and ±100 the full control effect
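Final compound at 57.5 uM, incubated 10 min at RT with coupling enzyme reagent (glyceraldehyde-3-phosphate), then 20 min with substrate and AmpLite Red detection. Fluorescence read at 525/598 nm; tests interference with the coupling assay, not aldolase inhibition.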
S-ASM inh: Inhibitors of Secretory Acid Sphingomyelinase (S-ASM): qHTS | Sphingomyelin phosphodiesterase (Homo sapiens), P17405 | placental ASM, HMU-PC fluorogenic substrate, 60 min | AID 504937, 2011 | 0.006% of 340,000 active | Potency, µM (highest dose often 57.5 µM), inactives show at the highest dose activity change, negative = inhibition, actives largely listed as inhibitors; further: potency means the concentration at half of the fitted maximal effect
Target sequence (P17405 47-631 limits assumed): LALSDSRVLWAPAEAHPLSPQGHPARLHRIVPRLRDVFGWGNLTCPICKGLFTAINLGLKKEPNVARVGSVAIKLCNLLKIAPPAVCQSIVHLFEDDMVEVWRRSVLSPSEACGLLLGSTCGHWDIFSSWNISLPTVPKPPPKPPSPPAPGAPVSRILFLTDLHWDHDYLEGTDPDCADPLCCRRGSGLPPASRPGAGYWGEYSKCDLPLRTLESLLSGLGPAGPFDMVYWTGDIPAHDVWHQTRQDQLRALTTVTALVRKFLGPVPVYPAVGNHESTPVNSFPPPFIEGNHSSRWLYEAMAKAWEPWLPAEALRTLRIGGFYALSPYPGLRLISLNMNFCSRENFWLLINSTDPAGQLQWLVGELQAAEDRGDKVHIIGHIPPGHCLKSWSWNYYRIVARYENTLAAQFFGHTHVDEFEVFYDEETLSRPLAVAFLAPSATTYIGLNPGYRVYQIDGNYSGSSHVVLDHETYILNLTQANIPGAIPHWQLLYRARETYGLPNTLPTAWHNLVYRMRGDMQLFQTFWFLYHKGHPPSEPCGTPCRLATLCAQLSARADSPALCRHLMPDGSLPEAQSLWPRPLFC
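Human placenta-derived ASM enzyme was preincubated with compound for 10 minutes at room temperature, then given fluorogenic substrate HMU-PC0 (9 uM final) for 60 minutes at 37 °C; a pH 10 stop preceded fluorescence reading at Ex 386/Em 447 nm.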
Tb PFK inh: qHTS Assay to Find Inhibitors of T. brucei phosphofructokinase; ATP-dependent 6-phosphofructokinase (Trypanosoma brucei brucei), O15648; T. brucei PFK, ADP-Glo luminescence; Potency, µM (series often up to 57.5 µM), for inactives: at the highest dose activity, negative = inhibition, actives largely listed as inhibitors; 0.17% of 330,000 active;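 further: potency means the concentration at half of the fitted maximal effect; 0% = uninhibited 1x PFK enzyme wells and -100% = no-enzyme wells; nearly all actives have a fitted effect of over 60% in size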
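Luminescent ADP detection (ADP-Glo, two-step: ATP depletion then ADP-to-ATP conversion for luciferase) reported PFK activity after 45 min room-temperature reaction of 1.25 nM enzyme with 0.5 mM F6P and 0.1 mM ATP at pH 8.0.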
Menin MLL FP TR: qHTS Assay for Inhibitors Targeting the Menin-MLL Interaction in MLL Related Leukemias: Competition With Texas Red Labeled MLL-derived Mutant Peptide; O00255; Menin + Texas Red MLL mutant peptide, fluorescence polarization; 0.23% of 270,000 active; AID 1768, 2009; Potency, µM (titrated, usually from 61.6 µM), inactives show top-dose FP activity change, negative = inhibition, usual class: inhibitors; active means well fitted inhibition curve with a large enough effect in the polarisation, with a control signal flat, not every such curve was filed as active; inconclusive means small, poorly fitted or top-dose-only effect, or effect the other way, or a change in a side signal; inactive means no such curve, though single readings can be large or run the other way; the % refers to the polarisation; further: potency means the concentration at half of the fitted maximal effect; % of control where 0% means no effect; many of its hits are not listed in these tables
Integrin act MD: qHTS for Activators of Integrin-Mediated Alleviation for Muscular Dystrophy | alpha7betagal myoblasts, beta-gal FDG fluorescence, 48 h | Potency, µM (highest dose often 38.3 µM), without a hit: at the highest dose activation, hits mostly activators | 0.064% of 350,000 active | AID 624291, 2012;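 further: potency means the concentration at half of the fitted maximal effect; 100% = response of the positive control SU9516; nearly all actives have a fitted effect of over 60% in size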
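alpha7betagal+/- myoblasts (passage 13, 250/well) treated 48 h at 37C with compounds at 1:260 dilution of DMSO stock. Lysed, then beta-galactosidase activity read as FDG fluorescence (ex 480/em 540) after 30 min, with pre-read for autofluorescence.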
* marks the source's active call; other numbers are inactive results; ? = inconclusive; . = not tested or not shown; & = joins results of further samples; [ ] = remark or other dose. Unless noted, the call rests on the fitted dose curve; in most records, active means well fitted curve in the direction sought with a large enough effect; inconclusive means small, poorly fitted or top-dose-only effect, or another doubt; inactive means no such curve, though single readings can be large; an effect the other way counts as inactive or inconclusive.

SMILES	B2AR arrestin	Chronic BCR inh	TSG101-PTAP inh	GALK inhibitor	PKM2 activator	Giardia kill	FBPA coupling cs	S-ASM inh	Tb PFK inh	Menin MLL FP TR	Integrin act MD
CCN(CC)CCCN1C=C2C(=O)C(C)(OC(=O)CCC(=O)OC)C(=O)C(Br)=C2C=C1c1ccc(OC)cc1 (stereo not drawn)	.	.	-28%	.	-6%[11.5 µM]	40[activator]	-15	63%[activator]	.	7%[11.7 µM]	10%
C/C(CC(C)C)=N\Oc1nc(C)cc(C)n1	0.3%	4%	-9%	0%	-13%	5	-1	0%	-6%	.	-19%
O=c1c(-c2ccc(Br)cc2)[n+]([O-])c2ccccc2n1OCc1ccccn1	0.1%	4%	-1%	-1%	0%	-21	1	12%	-3%	2%	-1%
CC(=O)N1N=C(c2cccc(O)c2)CC1c1cccs1 (stereo not drawn)	-0.2%	8%	-2%	-1%	11%	6	2	1%	-1%	1%	-12%
CCn1cc(C(=O)NCCCN2CC(C)CC(C)C2)c(=O)c2cc(S(=O)(=O)N(C)C)ccc21 (stereo not drawn)	-1.1%	?	-5%	4%	2%	-22	0	1%	-1%	-11%	21%
CCOC(=O)Cc1cc(=O)[nH]c(/N=C(/NC(=O)c2ccccc2)Nc2ccccc2C(F)(F)F)n1	-2.1%	-13%	-8%	0%	9%	11	2	-3%	5%	-8%	18%
COc1ccc(NC(=O)C2CCN(S(=O)(=O)c3cccs3)CC2)cc1OC	0.0%	3%	-1%	.	.	-7	.	0%	-1%	.	-19%
COc1ccccc1-n1c(SCC(N)=O)nnc1-c1ccc(S(=O)(=O)N2CCCCC2)cc1	-0.5%	0%	-6%	1%	2%	-7	4	-1%	-1%	2%	-30%
O=C(CCCc1cccs1)NCCc1c[nH]c2ccccc12	0.5%	1%	-6%	-2%	.	5	0	-2%	0%	21%	10%
COc1ccc(-n2nc(C(=O)NCC(=O)Nc3ccccn3)c3ccccc3c2=O)cc1Cl	-0.6%	-6%	-4%	-4%	-2%	7	5	33%	-1%	.	1%
O=C(NCC1CCCO1)c1ccccc1NS(=O)(=O)c1cccs1 (stereo not drawn)	0.0%	-6%	-2%	6%	.	-1	-1	2%	-1%	1%	-3%
CC(C)c1ccc(N(C(=O)c2snc(C(N)=O)c2N)C(C(=O)NCC2CCCO2)c2ccc(N(C)C)cc2)cc1 (stereo not drawn)	0.3%	?	-6%	-1%	6%	2	-3	18%	9%	-29%	-30%
CNS(=O)(=O)c1cccc(C(=O)OCC(=O)N(Cc2ccccc2)C(C)(C)C)c1	0.1%	-2%	-9%	7%	-1%	8	1	-1%	-3%	-1%	28%
C=CCn1c2ccccc2c2nnc(SCN3C(=O)c4ccccc4C3=O)nc21	-0.4%	-2%	-1%	-4%	2%	10	3	-10%	-2%	2%	-15%
Cc1oc(C)c2c(=O)ccc3c(c12)OC(N)=C(C#N)C3c1ccccc1Cl (stereo not drawn)	3.1%	2%	?	2%	8%	-4	-27	-3%	-2%	-11%	-39%
COc1ccc(CN2CCc3ccc(NC(=O)CCc4ccccc4OC)cc3C2)c(O)c1	0.3%	?	1%	-8%	.	23	0	-2%	-1%	5%	-38%
CN(C)CCCN1C(=O)C(=O)/C(=C(/O)c2ccncc2)C1c1cccnc1 (stereo not drawn)	0.2%	-2%	-4%	7%	-4%	-20	-2	1%	-2%	20%	-5%
O=c1c2c3c(sc2nc2sc(CN4CCCCC4)cn12)CCCC3	-0.1%	4%	.	0%	-7%	.	-3	.	0%	-9%	.
C[C@@H]1C[C@H]2[C@@H]3CCC4=CC(=O)C=C[C@]4(C)[C@@]3(F)[C@@H](O)C[C@]2(C)[C@@]1(O)C(=O)CO	0.1%&0.3%	?	-4%&-8%	.	.	-10&-15	1	6%&1%	-13%&5%	-11%	.
O=C(CC1C(=O)NCCN1CCCc1ccccc1)NCCc1ccccc1F (stereo not drawn)	0.0%	-3%	-3%	-1%	.	4	-1	12%	5%	?	-6%
CCc1c(C)sc(NC(=O)OC)c1C(N)=O	-0.6%	?	-5%	4%	-2%	4	1	-2%	0%	-1%	5%
COc1ccc2c(c1)C(=O)CC(c1ccc(OC)c(OC)c1)O2 (stereo not drawn)	0.5%	-2%	0%	-4%	-11%	-11	1	12%	1%	8%	21%
Cc1cc(CNC(=O)C(C)n2cc([N+](=O)[O-])cn2)c2ccccc2n1 (stereo not drawn)	0.3%	?	-1%	2%	0%	-9	-1	5%	-3%	10%	17%
COc1ccc(C(=O)NC(=S)NCc2ccc(-c3nc4ccccc4o3)cc2)cc1OC	0.3%	?	-6%	0%	1%	-24	1	-2%	0%	0%	-6%
CC(C)CC(=O)Nc1c2c(nn1-c1ccc([N+](=O)[O-])cc1)CS(=O)(=O)C2	0.3%	1%	-3%	-4%	.	1	2	-4%	3%	5%	16%
CC(CN1CCCC1)OC(=O)c1ccccc1Cl (stereo not drawn)	-0.4%	0%	-1%	-3%	4%[11.5 µM]	-19	0	2%	3%	-4%	1%
CN1CCN(c2ccc(S(=O)(=O)N3CCCCC3)cc2NC(=O)c2ccc(C#N)cc2)CC1	-0.4%	?	-3%	1%	-2%	9	2	4%	0%	-8%	11%
OC(COc1cccc2ccccc12)CN1CCN(c2ccccc2Cl)CC1 (stereo not drawn)	-0.5%	0%	-3%	1%	-9%	0	-11	-18%	-4%	7%	2%
CCc1cc2c(=O)c(-c3nc4ccccc4[nH]3)coc2c(CN2CCCCC2C)c1O (stereo not drawn)	0.0%	?	-2%	-3%	0%	22	-1	10%	1%	.	17%
COc1ccc(-n2c(SCC(=O)N3CCCC3)nc3ccccc3c2=O)cc1	-0.4%	-9%	.	-2%	1%	.	4	.	5%	11%	.
CCN(C(=O)CSc1nc2n[nH]c(C)c2c(=N)n1-c1ccc(Cl)c(C)c1)c1cccc(C)c1	-0.7%	10%	0%	-1%	.	1	0	-11%	2%	11%	-72%[inhibitor]
COc1ccccc1CNS(=O)(=O)c1ccc(C)cc1	0.3%	-4%	-3%	-1%	2%	-4	-9	3%	5%	7%	18%
CCN1C(=O)CC(Sc2ccccc2N)C1=O (stereo not drawn)	-0.4%	1%	-4%	1%	3%	-1	3	2%	-1%	-7%	-2%
Cc1ccc(Cn2c(=N)c(S(=O)(=O)c3ccc(C)cc3)cc3c(=O)n4ccccc4nc32)cc1	0.0%	-1%	-6%	-1%	.	-14	.	4%	1%	.	2%
O=c1[nH]c(=O)n(Cc2ccco2)c2c1C(C(F)(F)F)(C(F)(F)F)N=C(CCC1CCCCC1)N2	-0.2%	-1%	-1%	-5%	-3%	-6	.	2%	0%	22%	10%
Cc1cc(C(=O)COC(=O)c2ccccc2NCCO)c(C)n1CC1CCCO1 (stereo not drawn)	-0.1%	?	-7%	-7%	-5%	?	.	411%[activator]	1%	.	?
CCn1c2ccccc2c2nc3cc(C(=O)O)ccc3nc21	0.1%	?	-9%	-7%	-8%	2	2	12%	1%	?	-20%
CCN(c1ccc(NC(=O)CCNC(=O)c2ccco2)cc1)C(C)C	-0.3%	-1%	-2%	1%	0%	-9	3	4%	-1%	5%	6%
Cc1nc2sc(C(c3cccs3)N3CCC(C(N)=O)CC3)c(O)n2n1 (stereo not drawn)	0.5%	12%	-3%	0%	-26%	-7	-4	3%	-1%	-18%	-9%
Cc1ccccc1Nc1nc(N)nc(COC(=O)CCNS(=O)(=O)c2ccccc2)n1	-0.7%	-18%	0%	.	.	0	.	2%	19%	.	18%

The list is partial; rates above refer to the full screens.
